Screening results deposited in PubChem by The Scripps Research Institute Molecular Screening Center.
MITF primary = MITF inhibitors, primary screen, biochemical, AlphaScreen, human; actives 0.91% (n = 650,000); Microphthalmia-associated transcription factor (Homo sapiens), O75030; AlphaScreen MITF homodimerization, bead proximity signal; inhibition, % at 2.6 µM; in the data active = inhibition above about 50%;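 note: 0% = vehicle wells with protein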
GPR151 activ = activators of human GPR151, primary screen, cell-based, PathHunter beta-arrestin, luminescence. actives 1% (n = 650,000). activation, % at 11.2 µM. PathHunter beta-arrestin GPR151 cells. G-protein coupled receptor 151 (Homo sapiens), Q8TDV0; in the data active = activation above about 4.9%;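 note: 0% = median of compound wells and 100% = cells with positive control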
Target sequence (Q8TDV0 whole entry, looked up): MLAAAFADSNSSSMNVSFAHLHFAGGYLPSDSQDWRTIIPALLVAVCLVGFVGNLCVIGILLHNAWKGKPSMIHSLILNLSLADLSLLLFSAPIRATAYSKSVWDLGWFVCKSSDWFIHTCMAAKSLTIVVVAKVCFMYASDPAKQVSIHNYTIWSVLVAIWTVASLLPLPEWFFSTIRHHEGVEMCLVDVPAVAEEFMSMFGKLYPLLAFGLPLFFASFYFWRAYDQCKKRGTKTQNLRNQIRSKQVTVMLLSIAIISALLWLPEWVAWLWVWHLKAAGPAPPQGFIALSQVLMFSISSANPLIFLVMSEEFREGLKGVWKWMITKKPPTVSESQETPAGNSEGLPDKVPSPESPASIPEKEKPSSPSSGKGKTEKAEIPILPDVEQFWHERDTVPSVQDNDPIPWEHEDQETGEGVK
TEAD-YAP inh = TEAD-YAP interaction inhibition, primary screen, TEAD-YAP interaction inhibitor project, luminescence, HEK-TIYL cells; inhibition, % at 9.12 µM; TEAD-Gal4/YAP UAS-luciferase luminescence; actives 1.4% (n = 640,000); in the data active = inhibition above about 32%;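 note: 0% = median of test compound wells and 100% = reference inhibitor wells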
FBW7 activator = FBW7 E3 ligase activators, primary screen, biochemical, AlphaScreen, human. AlphaScreen FBW7–phospho-cyclin E peptide binding, activator screen. F-box/WD repeat-containing protein 7 (Homo sapiens), Q969H0. actives 0.13% (n = 650,000). normalized activity (activation), % at 26.1 µM; in the data active = normalized activity above about 1.9%;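 note: purified mutant Fbw7 with reduced substrate affinity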
Target sequence (Q969H0 whole entry, looked up): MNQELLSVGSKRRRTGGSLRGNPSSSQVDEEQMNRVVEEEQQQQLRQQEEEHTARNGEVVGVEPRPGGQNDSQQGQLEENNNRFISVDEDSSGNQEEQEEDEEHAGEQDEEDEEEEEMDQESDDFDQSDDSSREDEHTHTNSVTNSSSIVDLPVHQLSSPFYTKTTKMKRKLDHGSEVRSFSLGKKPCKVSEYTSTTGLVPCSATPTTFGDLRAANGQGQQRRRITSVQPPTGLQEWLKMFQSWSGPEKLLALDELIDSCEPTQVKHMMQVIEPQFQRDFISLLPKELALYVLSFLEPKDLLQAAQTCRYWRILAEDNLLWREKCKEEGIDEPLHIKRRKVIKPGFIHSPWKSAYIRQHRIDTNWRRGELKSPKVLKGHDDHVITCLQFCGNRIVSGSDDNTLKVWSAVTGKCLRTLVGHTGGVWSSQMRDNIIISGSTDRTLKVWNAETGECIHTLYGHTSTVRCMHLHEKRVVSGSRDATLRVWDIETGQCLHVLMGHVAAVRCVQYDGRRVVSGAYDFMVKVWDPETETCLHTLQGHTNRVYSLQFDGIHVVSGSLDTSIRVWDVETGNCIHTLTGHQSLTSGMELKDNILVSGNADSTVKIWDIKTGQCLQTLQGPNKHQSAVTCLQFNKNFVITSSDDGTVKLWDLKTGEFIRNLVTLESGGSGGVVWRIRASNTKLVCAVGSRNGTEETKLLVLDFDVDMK
Numbers without * were called inactive.

Values in the order: TEAD-YAP inh	MITF primary	FBW7 activator	GPR151 activ
- c1ccc2c(c1)CCC2Nc1ccc(-c2ccc3c(c2)OCO3)cn1 (stereo unspecified)
 : -23	3	-0.5	-1.2
- CN(CCc1ccccn1)C(=O)CCC1CCCN(C(=O)NC2CCCCC2)C1 (stereo unspecified)
 : -13	13	0.1	0.0
- COc1cc(/C=N/NC(=O)C(N)=O)ccc1OC(=O)c1cccs1
 : 3	-12	-0.2	1.0
- CCOC(=O)c1sc2nc(C)nc(Nc3cccc([N+](=O)[O-])c3)c2c1C
 : -1	0	0.1	0.3
- CC1CCN(C(=S)Nc2ccc(F)cc2)CC1
 : -2	1	-0.1	1.7
- CC(=O)Nc1ccc(S(=O)(=O)Nc2ccc(I)cc2)cc1
 : 12	4	0.2	2.9
- COc1ccc(N2C(=O)C(Cl)=C(NCc3ccccc3)C2=O)cc1
 : -10	15	0.0	-1.1
- CCCc1cc(=O)[nH]c(Nc2cccc(C(=O)OC(C)C)c2)n1
 : 7	13	0.3	-0.4
- CC12CC3CC(C)(C1)CC(C(=O)NNC(N)=O)(C3)C2
 : -4	20	0.6	1.0
- O=C(c1ccccc1)c1cc(Cl)cc2c1NC(c1ccccc1F)C1CC=CC21 (stereo unspecified)
 : 2	9	0.6	-0.3

Continued.
Values in the order: TEAD-YAP inh	MITF primary	FBW7 activator	GPR151 activ
- Cc1nc2ccccn2c1CN1CCN(CC(O)COCc2ccc(Cl)cc2)CC1 (stereo unspecified)
 : 23	-5	0.1	-0.8
- CC(C)CC(NS(=O)(=O)c1cccc(C(=O)O)c1)C(=O)O (stereo unspecified)
 : 0	5	-0.1	-0.3
- COc1ccc(OC)c(-c2cc(C(=O)Nc3sc4c(c3C(N)=O)CCCC4)no2)c1
 : 10	4	0.6	0.1
- CC1(C)CC(=O)C2=C(C1)NC(=O)CC2c1ccc(Cl)c([N+](=O)[O-])c1 (stereo unspecified)
 : 4	15	0.0	-0.4
- Cc1cc(C)c(OCC(=O)Nc2ccc(S(=O)(=O)Nc3cc(C)nc(C)n3)cc2)c(C)c1
 : -10	1	0.3	-1.8
- CCOC(=O)c1nc(Nc2cc(Oc3ccc(F)cc3F)cc([N+](=O)[O-])c2)c2ccccc2n1
 : -9	-8	0.1	0.1
- CCCCNC(=O)c1c[nH]c2ccc(S(=O)(=O)N3CC(C)CC(C)C3)cc2c1=O (stereo unspecified)
 : 4	9	0.4	-0.2
- O=c1c(Cl)c(Cl)cnn1Cc1cccc(Oc2ccccc2)c1
 : 8	-1	0.2	-1.3
- Cc1ccc2c(c1)C(=O)c1nc3ccccc3nc1-2
 : -35	-4	0.1	0.1
- CCCCn1c(N)c(N(CC)C(=O)C2CCCC2)c(=O)[nH]c1=O
 : -8	2	0.0	-1.7

(next part)
Values in the order: TEAD-YAP inh	MITF primary	FBW7 activator	GPR151 activ
- NCCSSCCN
 : -7	-7	-0.1	1.0
- Cc1cccc(-c2n[nH]c(=S)n2CC(=O)O)c1
 : 3	7	0.1	7.2*
- CCCCNC(=O)c1ccc(SCC(=O)OCC)c([N+](=O)[O-])c1
 : 9	-3	-0.1	-1.0
- COc1cccc(NC(=O)C2C3CC/C=C\CCC32)c1 (stereo unspecified)
 : -32	-2	0.0	1.1
- COC(=O)Cc1c(C)c2ccc(OCC(=O)N3CCOCC3)c(C)c2oc1=O
 : -15	-11	-0.1	-0.4
- CC(C)(C)c1cc(C(F)(F)F)n2nc(-c3ccc(Cl)cc3)cc2n1
 : 5	14	0.9	0.7
- CCOc1ccc(C2SC(C)C(=O)N2c2ccc(Cl)cc2)cc1 (stereo unspecified)
 : -5	5	0.0	-0.9
- Clc1ccc(-n2cc(-c3ccccc3)c3c(Nc4ccccc4)ncnc32)cc1
 : 12	2	-0.1	2.4
- COC(=O)C1=C(C)Nc2nnnn2C1c1sccc1C (stereo unspecified)
 : -2	-11	0.3	0.4
- NC(=O)c1cncc(-c2cccc3c2OC(CNC(=O)c2noc4c2CCCC4)C3)c1 (stereo unspecified)
 : 6	-6	0.0	-0.3

Following part:
Values in the order: TEAD-YAP inh	MITF primary	FBW7 activator	GPR151 activ
- C=C(C)CN1C(=O)NC(CC)(C2CCN(C(=O)/C=C/c3ccccc3)CC2)C1=O (stereo unspecified)
 : 7	8	0.0	0.2
- Cc1cccn2cc(CNC3CCN(c4ccc(C(=O)N5CCCC(O)C5)cc4)CC3)nc12 (stereo unspecified)
 : 4	1	-0.1	-0.7
- O=C(Nc1ccccc1F)c1ccn(C(=O)c2cccc(Cl)c2)n1
 : -30	-8	-0.1	-1.4
- O=C(CCc1nnc(-c2ccsc2)o1)NC(Cn1cccn1)c1ccccc1 (stereo unspecified)
 : -8	6	0.0	1.1
- CCN(CC)C(=O)C1CCCN(c2nc(NCCO)c3ncn(-c4ccccc4)c3n2)C1 (stereo unspecified)
 : 20	-6	0.0	3.0
- COc1cc(NC(=O)CSc2nc3[nH]ncc3c(=O)n2-c2ccc(Cl)c(C)c2)cc(OC)c1OC
 : 13	-6	0.0	-1.0
- COc1cccc(-n2cc(C(=O)NCCC(=O)N3CCN(c4ccccc4F)CC3)c3ccccc3c2=O)c1
 : 10	-7	0.0	0.0
- COc1cc([N+](=O)[O-])cc(/C=N/NC(=O)C(C)Nc2cccc(C)c2)c1O (stereo unspecified)
 : -4	9	0.0	-2.0
- Cc1cc(C)cc(NC(=O)CN(c2cc(C(F)(F)F)ccc2Cl)S(=O)(=O)c2ccccc2)c1
 : 2	2	-0.1	1.8
- CC(=O)NCC(=O)N[C@H](C)Cn1nnc2ccccc21
 : 1	9	-0.1	-0.1

(list continues)
Values in the order: TEAD-YAP inh	MITF primary	FBW7 activator	GPR151 activ
- CCCCC1(C(=O)OCC)NC(c2ccc(O)cc2)C2C(=O)N(c3ccccc3)C(=O)C21 (stereo unspecified)
 : 8	5	0.0	-0.3
- O=C(COC(=O)c1ccccc1F)Nc1ncc(C(F)(F)F)cc1Cl
 : -5	26	0.0	-1.7
- C=CCNC(=O)/C(=C\c1ccc(OC)cc1)NC(=O)c1ccccc1Cl
 : 5	11	0.6	1.2
- Cc1cccc(N(C)S(=O)(=O)c2cccc3nonc23)c1
 : 6	5	-0.1	-0.4
- CC1=C(C(=O)OCCc2ccccc2)C(c2ccccc2Br)C2=C(CC(c3ccccc3)CC2=O)N1 (stereo unspecified)
 : -4	11	0.1	0.6
- O=C(NCc1ccco1)C(c1ccncc1)N(C(=O)Cc1cccs1)c1ccccc1 (stereo unspecified)
 : -18	13	0.6	-0.6
- C=CCN1C(=S)SC2CS(=O)(=O)CC21C (stereo unspecified)
 : -13	-8	-0.1	0.3
- CCn1c(=O)cc(SCC(=O)NC2CCCc3ccccc32)c2ccccc21 (stereo unspecified)
 : 4	3	-0.1	1.0
- COc1cccc(/C=N/NC(=O)C2CC2c2ccccc2)c1O (stereo unspecified)
 : -2	3	0.0	-0.2
- CC(C)=CCN1CCN(Cc2ccc(O)c(Cl)c2)CC1CCO (stereo unspecified)
 : -9	10	0.0	1.5

Some of these compounds in order of molecular weight, rising:
Values in the order: TEAD-YAP inh	MITF primary	FBW7 activator	GPR151 activ
- C=CCN1C(=S)SC2CS(=O)(=O)CC21C (stereo unspecified)
 : -13	-8	-0.1	0.3
- C=CCNC(=O)/C(=C\c1ccc(OC)cc1)NC(=O)c1ccccc1Cl
 : 5	11	0.6	1.2
- O=C(COC(=O)c1ccccc1F)Nc1ncc(C(F)(F)F)cc1Cl
 : -5	26	0.0	-1.7
- CCCCC1(C(=O)OCC)NC(c2ccc(O)cc2)C2C(=O)N(c3ccccc3)C(=O)C21 (stereo unspecified)
 : 8	5	0.0	-0.3
- CC1=C(C(=O)OCCc2ccccc2)C(c2ccccc2Br)C2=C(CC(c3ccccc3)CC2=O)N1 (stereo unspecified)
 : -4	11	0.1	0.6

Remaining list, next part.
Values in the order: TEAD-YAP inh	MITF primary	FBW7 activator	GPR151 activ
- CCCSc1nnc2c(n1)OC(c1cc(OC)c(O)c(OC)c1)Nc1ccccc1-2 (stereo unspecified)
 : -34	15	0.2	-1.5
- CC(=O)N1CCSc2cc(S(=O)(=O)NC3CCCCC3)ccc21
 : 14	-16	0.2	6.1*
- CCOCCOC(=O)C1=C(C)NC(=O)NC1c1ccccc1 (stereo unspecified)
 : -20	3	-0.1	0.5
- COC(=O)c1ccc(NC2SC(=O)N(c3ccc(C)cc3)C2=O)cc1 (stereo unspecified)
 : -2	-9	0.1	-0.9
- CCNS(=O)(=O)c1ccc(CCC(=O)N2CCCC2)cc1
 : 4	0	-0.1	-1.0
- CCOc1ccc2c(c1)C(=C1SC(C(=O)OC)=C(C(=O)OC)S1)C(=S)C(C)(C)N2C(=O)CN1C(=O)C2CCCCC2C1=O (stereo unspecified)
 : 4	8	0.0	-0.7
- CC1CCCC(C)N1CCNC(=O)CCn1nc(-c2ccc(Cl)cc2)ccc1=O (stereo unspecified)
 : 6	11	0.6	0.2
- CCN=c1scc(-c2ccc(O)c(C(N)=O)c2)n1/N=C/c1cccc([N+](=O)[O-])c1
 : -9	0	0.1	-0.3
- COc1cccc(C(=O)N(CC(=O)Nc2sc(C)c(C)c2C(N)=O)C2CCCCC2)c1
 : 7	-3	-0.1	0.8
- Cn1c(-c2ccccc2)c(/C=C(\C#N)c2nn(CCO)c(N)c2C#N)c2ccccc21
 : 50*	-8	-0.1	-0.4

Other structures.
Values in the order: TEAD-YAP inh	MITF primary	FBW7 activator	GPR151 activ
- CC1=C(C(=O)Nc2cc(C)ccn2)C(c2ccccc2C(F)(F)F)C2=C(CC(C)(C)CC2=O)N1 (stereo unspecified)
 : 22	-4	0.2	0.7
- NCCNCCCOc1ccccc1-c1ccccc1
 : -7	15	-0.1	2.8
- CCOc1cc(-c2nc(-c3ccc(OC)cc3)c(-c3ccc(OC)cc3)[nH]2)ccc1O
 : 2	20	0.8	-0.3
- O=C1N[C@H](CO)C(=O)N2C[C@@H](NCc3ccc(Cl)cc3)C[C@@H]12
 : -16	-2	-0.1	0.0
- O=C(CSc1nnc2ccccn12)Nc1ccc(Br)cc1
 : -30	10	-0.1	-1.0
- CCC(CC)NC(=O)Cn1[nH]c(=O)c2ccccc2c1=O
 : -1	-1	0.0	0.2
- CC(C)CC(NC(=O)c1ccccn1)c1nc2cccnc2n1C(C)C (stereo unspecified)
 : -8	2	0.7	-0.3
- COC(=O)C1(C(F)(F)F)N=C2C=CC(Cl)=CN2C(c2ccc(C)cc2)=N1 (stereo unspecified)
 : -2	0	0.0	1.5
- Cn1c(Cc2ccccc2)nnc1SCC(=O)NC(C)(C)C
 : 3	7	-0.1	-0.4
- COc1ccc(CCNC(=O)c2csc(Nc3ccccn3)n2)cc1
 : -2	-5	0.2	0.8

More results:
Values in the order: TEAD-YAP inh	MITF primary	FBW7 activator	GPR151 activ
- O=C(CNS(=O)(=O)c1ccc(Br)cc1)Nc1cccc(Cl)c1
 : 5	12	0.1	1.8
- COc1cccc(C2=N/C(=C\c3ccc(N(C)C)cc3)C(=O)O2)c1
 : 2	6	-0.1	0.1
- CC(C)OCCCNC(=O)CC1CSc2nc3c(cnn3-c3ccccc3)c(=O)n21 (stereo unspecified)
 : -4	11	0.0	2.1
- CC1CC(C)CN(S(=O)(=O)c2ccc(F)c(C(=O)Nc3ccc(Br)cc3)c2)C1 (stereo unspecified)
 : 10	14	0.9	-1.1
- Cn1c(=O)[nH]c(=O)c2c1ncn2CC(=O)NCCn1nc(-c2cccs2)oc1=O
 : 5	9	0.0	-0.4
- COC(=O)c1ccc2c(c1)N(C)C(=O)/C(=C\c1ccc(OC)c(OC)c1)S2
 : -10	-8	-0.2	0.5
- CCOC(=O)c1c(C)[nH]c(C)c1C(=O)CSc1nnc(Nc2ccccc2F)s1
 : 3	-3	-0.1	1.1
- COc1ccc(S(=O)(=O)N2CCN(CC(=O)Nc3ccccc3C(F)(F)F)CC2)cc1
 : 1	11	0.0	-0.1
- CCOc1ccccc1N1CCN(C(=O)c2sc3ccccc3c2Cl)CC1
 : 3	15	0.1	-1.0
- CC1CN(CC(O)COc2ccc(Br)cc2)CC(C)O1 (stereo unspecified)
 : 14	6	-0.2	0.3

Given as tab-separated lines: entries from further up
SMILES	TEAD-YAP inh	MITF primary	FBW7 activator	GPR151 activ
CCCCNC(=O)c1ccc(SCC(=O)OCC)c([N+](=O)[O-])c1	9	-3	-0.1	-1.0
COc1cccc(NC(=O)C2C3CC/C=C\CCC32)c1 (stereo unspecified)	-32	-2	0.0	1.1

The list goes on:
Values in the order: TEAD-YAP inh	MITF primary	FBW7 activator	GPR151 activ
- CCCCN(C)C(=O)c1ccc2c(c1)N(CC)C(=O)c1ccccc1S2(=O)=O
 : 0	20	0.6	-1.4
- COc1ccc(S(=O)(=O)N(C)CC(=O)NCc2ccco2)cc1
 : -14	1	-0.1	-0.2
- CCC1CCCCN1CCN1C(=O)C2C(C(=O)Nc3cccc(Cl)c3)C3C=CC2(O3)C1C(=O)NC1CCCCC1 (stereo unspecified)
 : -3	-7	-0.1	-0.3
- Cc1cccc(OCCCC(=O)Nc2nnc(C(C)C)s2)c1
 : -2	6	0.1	-0.1
- O=c1c(S(=O)(=O)c2ccc(F)cc2)c[nH]c2ccc(Cl)cc12
 : 2	6	-0.1	1.0
- CC1Cc2nc(SCC(=O)Nc3ccccc3)n(Cc3ccccc3)c(=O)c2S1 (stereo unspecified)
 : -59	-20	-0.2	-0.8
- CC(C)CNC(=O)c1nonc1N
 : -5	-3	0.0	-0.5
- Cc1cccc(OCC(=O)Nc2cccc(-c3nc4ncccc4o3)c2C)c1
 : -8	7	-0.2	-1.2
- Cc1cccc(Nc2cc(C)nc3nc(C)nn23)c1
 : 6	20	0.6	-0.8
